All columns: NCI-60 one-dose screen, growth in % after 48 h at 10 µM unless noted; 100 = growth as untreated, 0 = no growth, -100 = all killed.
HL-60(TB): HL-60(TB) leukemia cells; 78,000 tested, 9% active; AID 1794776; active means growth percent below 10
Numbers without * were called inactive; & = joins results of further samples; [ ] = remark or other dose. The list is partial. The share of hits here may be higher or lower than overall.

The opening 14 records as a preview:
SMILES	HL-60(TB)
C=C(C)[C@@H]1CC[C@]2(C#N)CC[C@]3(C)[C@H](CC[C@@H]4[C@@]5(C)CCC(=O)NC(C)(C)[C@@H]5CC[C@]43C)[C@@H]12	95
CCCCCCCCCCCCCCCCCC(=O)OCC1(COC(=O)CCCCCCCCCCCCCCCCC)COC(CCCCCCCCCCCCCCCCC)=N1	97
CCCCC[C@H]1C/C=C2/C(=O)C=C[C@@H]2C/C=C\CCCC(=O)O[C@@H](CCCCC)C/C=C2/C(=O)C=C[C@@H]2C/C=C\CCCC(=O)O1	-48*
Cn1c(-c2ccc(Br)cc2)cc(=O)c2ccccc21	95
CCCCCC(O)C1C(=O)OC(C)C(O)/C=C/C=C/C=C/C=C/C=C(\C)C(O)CC(O)CC(O)CC(O)CC(O)CC(O)CC1O (stereo unspecified)	109
COc1ccc(C2=NN(C(=O)c3cc(-c4ccc(Cl)cc4)nc4ccccc34)C(c3cc(-c4ccccc4)nn3-c3ccccc3)C2)cc1OC (stereo unspecified)	78
C[C@]12CC[C@@H]3c4ccc(O)cc4CC[C@H]3[C@@H]1CC[C@@H]2NS(=O)(=O)c1ccc2ccccc2c1	35
CNC(=O)c1cnc(C)nc1-c1cc(C(C)(C)C)c(O)c(C(C)(C)C)c1	91
NS(=O)(=O)c1ccc(Cn2c(SCC(=O)N/N=C/c3ccc(F)cc3)nc3ccccc3c2=O)cc1	99
NC(Cn1ccc(=O)c(O)c1)C(=O)O (stereo unspecified)	119
N#CC1(C#N)C2=C(CCCCC2)NC(c2cccs2)C1(C#N)C#N (stereo unspecified)	103
CC(C)Oc1ccc(/C=C2/NC(=O)NC2=O)cc1	79
O=[N+]([O-])c1ccc(Oc2cccc(C(F)(F)F)c2)c([N+](=O)[O-])c1	14
ClC(CN1CCOCC1)C(Cl)c1ccccc1 (stereo unspecified)	90

The list itself, repeating the preview:
SMILES	HL-60(TB)
C=C(C)[C@@H]1CC[C@]2(C#N)CC[C@]3(C)[C@H](CC[C@@H]4[C@@]5(C)CCC(=O)NC(C)(C)[C@@H]5CC[C@]43C)[C@@H]12	95
CCCCCCCCCCCCCCCCCC(=O)OCC1(COC(=O)CCCCCCCCCCCCCCCCC)COC(CCCCCCCCCCCCCCCCC)=N1	97
CCCCC[C@H]1C/C=C2/C(=O)C=C[C@@H]2C/C=C\CCCC(=O)O[C@@H](CCCCC)C/C=C2/C(=O)C=C[C@@H]2C/C=C\CCCC(=O)O1	-48*
Cn1c(-c2ccc(Br)cc2)cc(=O)c2ccccc21	95
CCCCCC(O)C1C(=O)OC(C)C(O)/C=C/C=C/C=C/C=C/C=C(\C)C(O)CC(O)CC(O)CC(O)CC(O)CC(O)CC1O (stereo unspecified)	109
COc1ccc(C2=NN(C(=O)c3cc(-c4ccc(Cl)cc4)nc4ccccc34)C(c3cc(-c4ccccc4)nn3-c3ccccc3)C2)cc1OC (stereo unspecified)	78
C[C@]12CC[C@@H]3c4ccc(O)cc4CC[C@H]3[C@@H]1CC[C@@H]2NS(=O)(=O)c1ccc2ccccc2c1	35
CNC(=O)c1cnc(C)nc1-c1cc(C(C)(C)C)c(O)c(C(C)(C)C)c1	91
NS(=O)(=O)c1ccc(Cn2c(SCC(=O)N/N=C/c3ccc(F)cc3)nc3ccccc3c2=O)cc1	99
NC(Cn1ccc(=O)c(O)c1)C(=O)O (stereo unspecified)	119
N#CC1(C#N)C2=C(CCCCC2)NC(c2cccs2)C1(C#N)C#N (stereo unspecified)	103
CC(C)Oc1ccc(/C=C2/NC(=O)NC2=O)cc1	79
O=[N+]([O-])c1ccc(Oc2cccc(C(F)(F)F)c2)c([N+](=O)[O-])c1	14
ClC(CN1CCOCC1)C(Cl)c1ccccc1 (stereo unspecified)	90
CCOC(=O)CC(=O)Cc1ccccc1	99
COc1ccc(-c2nc3sc(C4CC4)nn3c2/C=C2/C(=O)Nc3cc(Cl)ccc32)cc1	63
COc1ccc(C(=O)CSc2nccc(Nc3ccc(S(=O)(=O)Nc4ccccn4)cc3)n2)cc1	102
COc1ccc2[nH]c(O)c(/C=c3/ccc4c(c3)N=C(c3cc(OC)c(OC)c(OC)c3)N=4)c2c1	84
Cc1ccc(C(=O)CCCCC(=O)c2ccc(C)cc2)cc1	83
C[C@@]1(O)CCCC[C@H]1O	103
CNC(=O)Sc1cccc(C)c1	101
CCCCCCN=Cc1c(O)c(O)c(C(C)C)c2cc(C)c(-c3c(C)cc4c(C(C)C)c(O)c(O)c(C=NCCCCCC)c4c3O)c(O)c12	110
COc1cccc2c1OC1(Oc3c(cccc3OC)C=C1C)C(C)=C2	99
Nc1ccccc1SCc1cc2ccccc2[nH]c1=O	77
O=C(O)CSc1ccccc1	94
Cc1nc(-c2cc3ccccc3oc2=O)ccc1C(=O)/C=C/c1ccc(F)cc1	107
CC(=O)OC(OC(C)=O)c1ccccc1[N+](=O)[O-]	97
O=C1OCC2=C1C(c1cccc(F)c1)c1cc3c(cc1N2CCO)CCC3 (stereo unspecified)	-30*
Cc1ccc2nc3c(nc2c1)c1cc(I)ccc1n3CCN(C)C	14
Cc1cc(O)c(C(C)C)cc1N=Cc1ccc(Cl)c(Cl)c1	94
O=C(/C=C/c1cc(-c2cc3ccccc3o2)n(-c2ccccc2)n1)c1nc2ccccc2[nH]1	91
COc1ccc(CNC(=O)C2=NOC(Cc3nc4ccccc4o3)C2)cc1 (stereo unspecified)	92
CC(C)N(CCCl)CCOc1ccccc1Cc1ccc(F)cc1	100
NC(=O)N/N=C/c1ccc(Br)cc1O	90
O=P(Oc1ccccc1)(Oc1ccccc1)N1CCOCC1	96
Cn1c(=O)c2c(nc(C3CC4C5CCC(C5)C4C3)n2C)n(C)c1=O (stereo unspecified)	97
CC(=O)Nc1ccc(/C=N/N2CCCCCC2)cc1	95
Cn1nc(NC(=O)C(F)(F)F)c2ncc(-c3ccc(Cl)cc3)nc21	71
N#CC1=C(NC=O)Oc2c(ccc3ccccc23)C1c1ccccc1 (stereo unspecified)	18
COc1ccc(NC(=O)c2oc3ncccc3c2N)cc1	96
O=C(O)C1C[C@](O)(c2ccccc2Cl)[C@@H](c2ccccc2Cl)O1 (stereo partly specified)	85
Cc1nn(-c2ccc(F)cc2)c2ncnc(Nc3ccc(NC(=O)Nc4cc(C(F)(F)F)ccc4F)cc3)c12	75
O=C1/C(=C/c2ccc(-c3ccccc3C(F)(F)F)o2)SC(=S)N1CCc1ccc(O)cc1	21
COc1cc(/C=C/C(=O)c2ccc(F)cc2)ccc1Oc1nc(NCCO)nc(N2CCOCC2)n1	40
C=C1CCC2C3(C)COC(C)(C)OC3CCC2(C)C1C/C=C1/C(=O)OCC1Oc1ccccc1OC (stereo unspecified)	39
CCCOC(=O)C(O)c1ccccc1 (stereo unspecified)	113
O=C(/C=C/c1cn(-c2ccccc2)nc1-c1ccc(Br)cc1)NNC(=O)Nc1ccc(Br)cc1	97
COc1cc(/C=C2\SC(=S)N(NC(=O)CSc3nnc(Cc4ccccc4Nc4c(Cl)cccc4Cl)n3-c3ccccc3)C2=O)cc(OC)c1	98
CCOc1ccc(N=C(N)N=C(N)N)cc1	86
CC(C)CCNC(=O)CN1C(=O)CN=C(c2ccccc2)c2ccccc21	137

Next part
SMILES	HL-60(TB)
FC(F)(F)c1ccc(-c2nc(-c3nc4ccc(Cl)cc4[nH]3)cc3c2[nH]c2ccccc23)cc1	87
CCOC(=O)c1sc2nc(/C=C/c3cccc(OC)c3OC)[nH]c(=O)c2c1C	114
COc1ccc2c(c1)c(-c1cc3nc(-c4cn(C)c5ncc(Br)cc45)cc(N)n3n1)cn2C	-60*
O=C(CSc1nnc(-c2cc(-c3ccc(Cl)cc3)nc3ccccc23)n1-c1ccccc1)Nc1ccc(Cl)cc1	86
CC(C)(C)c1ccc(S(=O)(=O)N[C@H]2CC[C@H]3[C@@H]4CCc5cc(O)c([N+](=O)[O-])cc5[C@H]4CC[C@]23C)cc1	61
O=C1Nc2cccc3cccc(c23)NC1=O	94
COC(=O)/N=c1\cc(N2CC=CCC2)nc(N)n1O	100[100 µM]
Cc1cc(C)n(-c2nc(-c3ccco3)c(C#N)c(=O)[nH]2)n1	93
CSc1ncc(C)c(Nc2ccc(Br)cc2)n1	93
CC(O)(C(=O)O)C(c1ccccc1)c1ccccc1 (stereo unspecified)	74
CC(C)COC(=O)N1CCCCC1C (stereo unspecified)	100
C=C(Cl)COC(=O)C(C)OC(C)=O (stereo unspecified)	112
CCOC(=O)c1c(NC(=S)Nc2ccccc2)n[nH]c1Nc1ccccc1	68
Cc1ccc(N)cc1	98
CC(=O)Oc1ccccc1C(=O)N=C1[Se]CCCN1C(=O)c1ccccc1OC(C)=O	13
CC(C)C(=O)C(c1ccccn1)C(C)C (stereo unspecified)	101
c1ccc(COC(CN2CCOCC2)c2ccccc2)cc1 (stereo unspecified)	99
O=C(N/N=C/c1ccc(Cl)cc1)c1ccc(OCc2nc3ccc(Cl)cc3[nH]2)cc1	82
COc1cccc(C2C(C#N)=C(N)Oc3cc4c(cc32)OCO4)c1 (stereo unspecified)	-45*
Cc1ccc(C2CC(c3ccc(S(=O)(=O)NCCNc4nc(Nc5ccc(F)cc5)nc(N(C)C)n4)cc3)=Nc3c(N)nc(N)nc3N2)cc1 (stereo unspecified)	-10*
NNc1nc2nc(-c3ccccc3)cc(-c3ccc(F)cc3)c2c(=O)[nH]1	98
COc1ccc(C2=NN(c3ccccc3)C(c3ccc(OCc4ccc(Cl)cc4)c(OC)c3)C2)cc1OC (stereo unspecified)	95
COC(=O)c1c(C(=O)OC)c2ccc3c4cccnc4ccc3n2c1C(=O)c1ccc(Cl)cc1	98
COC(=O)c1c(C(=O)OC)c(-c2cccc(Cl)c2)n2c1CCC2	123
C[C@@]1(O)c2ccccc2N2C(=O)C(=O)N3[C@H](c4cccnc4)[C@]45C[C@@H]1[C@]23C=C4CC(=O)N5	109
Brc1ccc(-c2csc(NN=C3c4ccccc4-c4ccccc43)n2)cc1	96
COc1ccc(CCNC(=O)Cc2ccc(OC)c(OC)c2)cc1OC	93&79
O=C(CC(c1ccccc1)c1ccc(Br)cc1)c1ccccc1 (stereo unspecified)	99
CCOC(=O)C1=C(C#N)C(=C(C#N)C#N)NC1(C)O (stereo unspecified)	102
CCCCCCCCCCCCSP(SCCCCCCCCCCCC)SCCCCCCCCCCCC	114
NC(=O)c1c(NC(=O)c2ccc(OCC3CCCO3)cc2)sc2c1CCCC2 (stereo unspecified)	54
Clc1c(Cl)c(Cl)c2c(c1Cl)Oc1c(Cl)c(Cl)c(Cl)c(Cl)c1O2	98
Cn1nc(C#N)c(=O)[nH]c1=O	90
COc1ccccc1C(=O)NC(=S)Nc1ccc(-c2nc3ccccc3o2)cc1	96
NCCCCC(C(=O)O)N(C(=O)OCc1ccccc1)C(=O)OCc1ccccc1 (stereo unspecified)	84
Cc1onc(-c2ccccc2Cl)c1C(=O)Nc1ccccc1CC1c2ccccc2CCN1C (stereo unspecified)	82
FC(F)(F)c1[nH]ncc1-c1nc2c(N3CCCCC3)cc3[nH]ncc3c2c2c1CCCC2	-1.5*
O=C1c2ccccc2C(=O)N1c1nc(-c2ccccc2)cs1	104
Nn1c(N=Nc2c(O)[nH]c3c(Cl)cc(Cl)cc23)n[nH]c1=S	97
NC1=NC(c2ccccc2)N=C(Nc2ccccc2)N1 (stereo unspecified)	111&96
COc1ccc(C(=O)CSc2nnc3sc(Nc4ccccc4)nn23)cc1	100
O=C(c1ccccc1Cl)C(Nc1ccccc1)c1ccccc1Cl (stereo unspecified)	96
O=C1c2ccc(S(=O)(=O)O)cc2C(=O)c2cc(S(=O)(=O)O)ccc21	103
Nc1nc2[nH]cc(CCc3ccc(C(=O)N[C@@H](CCc4nn[nH]n4)C(=O)O)cc3)c2c(=O)[nH]1	94
CC1CCN(CC(=O)Nn2c(COc3ccccc3)nc3ccccc3c2=O)CC1	80
COc1ccc(Nc2ncccc2C(=O)NCc2cn(Cc3ccc(F)cc3)nn2)cc1	96
C(=C\c1nc2ccccc2[nH]1)/c1nc2ccccc2[nH]1	93
O=c1cc(N2CCNCC2)c2ccccc2n1-c1ccccc1	101
COc1ccc(S(=O)(=O)NCCNc2nccc(-c3c(-c4cccc(N)c4)nc4sccn34)n2)cc1	116
Clc1ccc(/C=N/Nc2ncnc3sc4c(c23)CCN(Cc2ccccc2)C4)cc1	-8.3*

(more compounds)
SMILES	HL-60(TB)
CC1=C(C)C(=O)C(C(C2=C(C)C(=O)C(C)=C(C)C2=O)c2ccc(N(C)C)cc2)=C(C)C1=O	62
O=C1c2cc3c(cc2CCC1c1ccc2c(c1)OCO2)OCO3 (stereo unspecified)	94
CCOC(=O)c1c(NC(=O)c2ccc(F)cc2F)sc2c1CCC(=O)C2	92
CC(C)(C)c1cc(CO)cc(C(C)(C)C)c1O	98
O=C(c1ccccc1)c1ccc2nc(-c3ccccc3Br)[nH]c2c1	-52*
C=C(C)[C@@H]1CC[C@]2(C(=O)Nc3ccc(S(=O)(=O)c4ccc(NCCC#N)cc4)cc3)CC[C@]3(C)[C@H](CC[C@@H]4[C@@]5(C)CCC(=O)C(C)(C)[C@@H]5CC[C@]43C)[C@@H]12	94[100 µM]
CC(C)N(C)CCOC(=O)C(c1ccccc1)C1CCCC1 (stereo unspecified)	98
COc1cc(C=O)ccc1OC(=O)c1cc(-c2ccccc2)n(-c2ccc(S(C)(=O)=O)cc2)n1	99
O=C(O)c1nn(-c2ccccc2)nc1N1CCCC1	100
CC(=O)c1ccc(CCCCc2ccc(C(C)=O)cc2)cc1	95
Oc1c(Cl)cccc1-c1ccccc1	95
Cc1cc(=O)[nH]c2c(C)cccc12	117&102&94
CNC(=O)c1cc(-c2ccc(NC(=S)Nc3cccc(C(F)(F)F)c3)cc2)nc2cccnc12	109
COC(=O)c1c2c(n3ccc(C)cc13)C(=O)c1ccccc1C2=O	58
NC(=NC1CCCCC1)c1ccc(OCCSCCOc2ccc(C(N)=NC3CCCCC3)cc2)cc1	54
COC(=O)c1c(-c2ccc(OC)cc2)c(-c2ccc(OC)cc2)[nH]c(=O)c1C#N	87
COc1ccc(S(=O)(=O)c2ccc3[nH]c(=O)nc(N)c3c2)cc1	98
O=C(N/N=C1\c2ccccc2-c2cccc(C(=O)O)c21)c1ccc(Cl)cc1	105
O=C(NCCCNC(=O)OCc1ccc2c(Cl)cc(Cl)c(O)c2n1)OCc1ccc2c(Cl)cc(Cl)c(O)c2n1	30
COc1ccc(-c2nc(-c3nc4cc(Cl)c(F)cc4[nH]3)c3ccccn23)cc1	46
COc1cc2c(c(OC)c1OC)-c1cc(I)c(O)cc1[C@@H](NC(C)=O)CC2	13
OCC(O)Cc1ccccc1 (stereo unspecified)	82

Assay outcomes deposited in PubChem BioAssay by NCI.
